Screens (PubChem BioAssay)
IDE inh – cellular human IDE inhibition | HEK cells, FAbetaB cleavage, fluorescence polarization | inhibition, % at 5.59 µM | hit rate 0.41% among 320,000;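 active means percent inhibition above the average of all tested compounds plus 3 SD, set per screening campaign, cut at about 16% in these data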;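 further: IDE supplied by intact live HEK cells; FP after avidin binding of uncleaved biotin substrate so inhibition keeps polarization high; 0% = DMSO wells and 100% = 60 µM reference IDE inhibitor Ii1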
Target sequence (P14735 whole entry, looked up): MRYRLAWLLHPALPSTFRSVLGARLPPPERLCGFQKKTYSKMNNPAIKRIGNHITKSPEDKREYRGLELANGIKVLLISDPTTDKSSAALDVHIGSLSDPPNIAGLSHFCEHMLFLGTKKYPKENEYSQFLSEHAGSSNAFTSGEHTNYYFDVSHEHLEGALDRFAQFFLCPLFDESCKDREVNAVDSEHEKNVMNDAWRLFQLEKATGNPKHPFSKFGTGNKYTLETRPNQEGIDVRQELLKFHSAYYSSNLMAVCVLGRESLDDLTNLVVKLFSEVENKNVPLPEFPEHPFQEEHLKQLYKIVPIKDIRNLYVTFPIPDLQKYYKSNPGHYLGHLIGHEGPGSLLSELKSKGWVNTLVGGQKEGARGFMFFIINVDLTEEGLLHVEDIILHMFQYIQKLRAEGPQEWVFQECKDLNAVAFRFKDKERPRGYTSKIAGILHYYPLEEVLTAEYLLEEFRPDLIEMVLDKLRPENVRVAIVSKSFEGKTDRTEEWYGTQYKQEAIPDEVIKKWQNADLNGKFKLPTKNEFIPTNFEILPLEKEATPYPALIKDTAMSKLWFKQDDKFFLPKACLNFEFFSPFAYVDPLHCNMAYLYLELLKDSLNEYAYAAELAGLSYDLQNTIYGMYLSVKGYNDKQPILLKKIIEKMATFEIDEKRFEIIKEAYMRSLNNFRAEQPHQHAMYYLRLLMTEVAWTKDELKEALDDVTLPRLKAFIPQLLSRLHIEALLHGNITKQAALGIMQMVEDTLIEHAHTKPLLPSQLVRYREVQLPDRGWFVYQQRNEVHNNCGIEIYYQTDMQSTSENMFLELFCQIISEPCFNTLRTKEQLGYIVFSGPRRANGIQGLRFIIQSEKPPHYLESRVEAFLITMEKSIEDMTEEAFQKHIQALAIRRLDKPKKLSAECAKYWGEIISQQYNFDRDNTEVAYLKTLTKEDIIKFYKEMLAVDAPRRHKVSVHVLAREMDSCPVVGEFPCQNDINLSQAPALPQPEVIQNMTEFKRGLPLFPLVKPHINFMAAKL
IDE act – IDE (human) activation, cell-based; hit rate 0.073% among 340,000; activation, % at 5.96 µM; AID 493087; P14735; HEK cells, FAbeta-B cleavage, fluorescence polarization; 0% vehicle, 100% cell-free pure enzyme wells;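 active means activation above the mean of all tested compounds plus 3 SD, set per screening campaign, cut at about 17% in these data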
The depositor's hits bear a star. The list is partial; the hit share may differ from the screen's.

SMILES | IDE inh | IDE act
CC(Oc1ccc(F)cc1)C(=O)N(Cc1ccccc1)c1c(N)n(Cc2ccccc2)c(=O)[nH]c1=O (stereo not drawn) | -0.3 | 3.2
COc1ccc(N2CCN(C(=O)COC(=O)c3ccc(-n4nc(C)cc4C)cc3)CC2)cc1 | -0.2 | -5.3
CCc1cccc(CC)c1C(OC(C)=O)c1cccnc1 (stereo not drawn) | -6.5 | 6.1
O=C(NCCC1CCCCN1S(=O)(=O)c1ccccc1)C(=O)NCc1ccncc1 (stereo not drawn) | 5.9 | 7.1
COc1ccccc1NC(=O)C(=O)NCC1CCCN1S(=O)(=O)c1cccs1 (stereo not drawn) | 0.0 | -4.5
CC(C)(C)NS(=O)(=O)NC(=O)C1=C(N2CCCC2)COC1=O | 3.7 | 4.0
Cc1ccc(NC(=O)COC(=O)c2ccc(NC(=O)CC#N)cc2)cc1S(=O)(=O)N1CCOCC1 | 0.3 | 1.0
Cc1noc(C)c1CSCC(=O)Nc1ccc(S(=O)(=O)C(F)F)cc1 | 1.9 | 3.4
COc1ccc2oc(C(=O)OCC(=O)Nc3cccc(S(=O)(=O)N4CCOCC4)c3)c(C)c2c1 | -0.8 | 2.4
COCCOc1ccc(C(F)(F)F)cc1NC(=O)COC(=O)C1=COCCO1 | -5.8 | 2.2
CCCCn1c(N)c(N(CC(C)C)C(=O)c2c(-c3ccccc3)noc2C)c(=O)[nH]c1=O | -0.7 | 3.8
O=S(=O)(c1ccc(SCCOc2ccc(Br)cc2)nc1)N1CCCC1 | 5.2 | -7.8
O=C1CCC/C=C\C[C@@H](CC(=O)N(CCO)Cc2ccccc2)C(=O)NCCO1 | 0.5 | 9.2
O=C(NCCCCNCCCNC(=O)c1ccccc1)c1ccccc1 | 2.4 | 6.4
COc1c2ccoc2cc2oc(=O)ccc12 | 3.7 | -2.3
O=C(NCC(c1ccco1)N1CCCC1)c1ccc(S(=O)(=O)Nc2ccccc2Cl)cc1 (stereo not drawn) | 0.5 | 3.2
CC(NC(=O)c1ccccc1F)C12CC3CC(CC(C3)C1)C2 (stereo not drawn) | 10.8 | -0.7
CCOC(=O)c1c(C)[nH]c(C(=O)OC(C)C(=O)NC2CCCCC2C)c1C (stereo not drawn) | -4.2 | 4.6
CCn1nnnc1SCC(=O)N1CCN(Cc2ccc3c(c2)OCCO3)CC1 | -3.1 | 1.3
C=CCn1c2ccccc2c(=O)c2cc(C#CC[C@@H](C)O)ccc21 | 0.1 | 0.7
Cc1ccc(S(=O)(=O)NCC(=O)OCC(=O)NCc2ccco2)cc1 | 1.6 | 4.0
O=C(Cn1ccnc1)c1ccc(O)c(O)c1 | -3.5 | 1.8
O=C(COC(=O)C1COc2ccccc2O1)Nc1ccc(Cl)cc1 (stereo not drawn) | 1.5 | -1.3
Cc1ccc(COn2nnc3ccc(S(=O)(=O)N4CCOCC4)cc32)cc1 | 5.0 | 1.8
O=S(=O)(c1ccccc1)N1CCNCC1 | 2.2 | 6.5
C=CCSc1nnc(NC(=O)C2CC(=O)N(Cc3ccc(C)cc3)C2)s1 (stereo not drawn) | -3.1 | 0.8
Cc1ccc(S(=O)(=O)NCC(=O)NNC(=O)c2ccc(Br)cc2)cc1C | 0.0 | 5.7
Cc1ccc(NC(=O)COC(=O)c2ccc(-n3cccn3)cc2)cc1C | 5.2 | 3.6
Cc1cc(C)n(CCCNC(=O)c2ccco2)n1 | 2.7 | 0.6
Cc1ccc(C)c(-n2c(-c3ccco3)n[nH]c2=S)c1 | 5.7 | 5.8
CCCCCC(C)NC(=O)c1cc(S(=O)(=O)N2CCCCC2)ccc1N1CCOCC1 (stereo not drawn) | -5.0 | 1.8
CC1CCCCC1NC(=O)c1cccc(S(=O)(=O)N2CCN(C)CC2)c1 (stereo not drawn) | -2.5 | 3.5
CC[C@H](C)C(N)c1cn([C@@H](CC(N)=O)C(=O)N2CCNCC2)nn1 (stereo partly drawn) | 6.8 | -3.0
COCCOc1ccc(C(F)(F)F)cc1NC(=O)COC(=O)c1cc[n+]([O-])cc1 | -1.1 | 4.4
COc1ccc2sc(N(CCCN(C)C)C(=O)c3ccc(S(=O)(=O)N(C)Cc4ccccc4)cc3)nc2c1 | -2.4 | 8.6
Cc1cnc(C(=O)OCC(=O)Nc2sc3c(c2C#N)CCC3)cn1 | 3.4 | -5.1
Cc1ccc(NC(=O)CN(C)C(=O)COC(=O)[C@@H](NC(=O)c2ccccc2F)C(C)C)cc1 | 7.6 | 0.9
O=C(Cn1ccc(NC(=O)OCc2ccccc2)nc1=O)NCCCn1ccnc1 | 4.5 | 4.8
COc1ccc(NS(=O)(=O)c2ccc(Cl)c(NC(=O)c3ccccc3F)c2)cc1 | 4.1 | 0.9
N#Cc1ccc(NC(=O)COC(=O)c2cccnc2Cl)cc1 | 1.6 | 2.1
Clc1nssc1=Nc1nncs1 | 6.1 | -9.2
Cc1ccccc1NC(=O)COC(=O)c1c(-c2ccccc2)noc1C | -5.5 | 0.5
O=C(CCN1C(=O)c2cccc([N+](=O)[O-])c2C1=O)NC1CCCCCC1 | 5.0 | 3.2
CCc1cc(Cn2nc(-c3ccccc3)cc2C(=O)NCc2cccc(C(F)(F)F)c2)on1 | 1.1 | -1.3
CC(Oc1ccc(Br)cc1)C(=O)N(C)CC(=O)Nc1ccc(N2CCOCC2)cc1 (stereo not drawn) | 1.0 | 5.1
N#Cc1c(SCC(=O)Nc2nc3ccccc3s2)sc2c(O)cc(=O)[nH]c12 | 11.2 | -5.0
O=C(Nc1ccccc1N1CCCC1)C1=COCCO1 | -0.3 | 3.8
CCOC(=O)C1CCN(C(=O)C(C)Sc2nnc3ccccn23)CC1 (stereo not drawn) | -0.3 | -1.0
O=C(NNC(=O)c1ccc(Br)s1)c1cccc(S(=O)(=O)N2CCCC2)c1 | -0.8 | 2.2
COc1ccc(/C=C/C(=O)OCC(=O)NC2CCCC(C)C2C)cc1 (stereo not drawn) | 3.7 | 1.9
COc1ccc(OC)c(NC(=O)Nc2ccc(O)c3ccccc23)c1 | 3.6 | -7.2
Cc1nc2ccccc2c(=O)n1-c1ccc(NS(=O)(=O)c2ccc(F)cc2F)cc1 | 3.6 | 1.1
COCCN(C(=O)CC1OC(=O)c2ccccc21)c1c(N)n(Cc2ccccc2)c(=O)[nH]c1=O (stereo not drawn) | -2.5 | 0.9
COc1ccc(C(=O)NCCN2CCOCC2)cc1S(=O)(=O)Nc1ccc(C)cc1 | -1.2 | -2.7
COc1ccc(S(=O)(=O)N2CCOCC2)cc1NC(=O)COC(=O)C1CCC1 | 8.6 | 8.4
O=C(Nc1cccc(S(=O)(=O)N2CCOCC2)c1)c1cc(=O)[nH]c2ccccc12 | 4.0 | 4.5
Cc1n[nH]c(=O)c2c(NC(=O)COC(=O)c3cccc(OC(F)F)c3)oc(C)c12 | -4.0 | 2.0
CCOc1ccc(C(=O)NCC(c2ccco2)N2CCc3ccccc3C2)cc1 (stereo not drawn) | -0.1 | -1.1
Cc1cc(NC(=O)C(C)SCC(=O)OCC(=O)Nc2c(C)cccc2C(C)C)no1 (stereo not drawn) | -3.2 | 1.4
COc1ccc([C@H]2CC(=O)C=C(c3ccc(Cl)c(F)c3)C2)cc1 | -2.7 | 4.0
Next part:
SMILES | IDE inh | IDE act
Nc1cc(N)nc(SCC(=O)NC(=O)NC2CCCC2)n1 | 0.5 | 3.2
NCCNC(=O)Cc1ccc(NC(=O)Cc2ccc(Nc3ncnc4c3ncn4[C@@H]3O[C@H](CO)[C@@H](O)[C@H]3O)cc2)cc1 | 6.1 | -8.4
COc1ccc2oc(C(=O)OCC(=O)N(C)CC(=O)Nc3ccc(C)cc3)c(C)c2c1 | -0.3 | 0.1
Cc1cccc(NC(=O)CN2CCN(C(=O)c3ccc(OCc4cn5ccccc5n4)cc3)CC2)c1C | -0.3 | 3.5
Cc1ccc(C)c(NC(=O)COC(=O)Cn2c(C)csc2=O)c1 | 11.4 | 1.4
O=C(Nc1cc2c3c(c1)CC(=O)N3CCC2)c1ccc(Br)o1 | 9.7 | -5.1
CN(CC(=O)Nc1c(Cl)cccc1Cl)C(=O)c1cc(S(=O)(=O)N(C)C)ccc1N1CCCC1 | 5.4 | 4.5
CCOc1ccc(C(=O)NNC(=O)c2cc(S(=O)(=O)N3CCOCC3)ccc2Cl)cc1 | 1.6 | -2.2
O=C(O)c1ccc(CNC(=O)c2ccc(S(=O)(=O)N3CCCCC3)cc2)cc1 | -1.6 | -0.2
CCCn1c(N)c(C(=O)COC(=O)CNC(=O)c2ccc(C)c(C)c2)c(=O)n(C)c1=O | -3.8 | -1.2
CCN(CC(=O)Nc1c(F)cccc1F)C(=O)CNC(=O)c1cccs1 | -6.9 | 4.4
N#Cc1cccnc1N1CCN(C(=O)c2cccc3c2C(=O)c2ccc(-c4ccc(Cl)c(C(F)(F)F)c4)cc2S3(=O)=O)CC1 | 3.4 | -1.7
Cc1ccccc1C(=O)N1CCC(C(=O)NN2C(=O)NC3(CCC(C)CC3)C2=O)CC1 (stereo not drawn) | -4.6 | 2.4
CCCCN(C(=O)c1ccc(N2CCCC2=O)cc1)c1c(N)n(Cc2ccccc2)c(=O)[nH]c1=O | -2.8 | 2.6
COc1ccc(C2=Nn3c(nnc3-c3ccccc3F)SC2)cc1OC1CCOC1 (stereo not drawn) | 10.1 | -0.1
COc1ccc([C@@H]2[C@@H]3C(=O)N(C(C)(C)C)C(=O)[C@@H]3[C@]3(Cc4ccccc4)C(=O)N(c4ccc(OC)cc4)C(=O)N23)cc1 | 1.2 | 0.0
O=C(c1cccc(S(=O)(=O)N2CCOCC2)c1)N1CCN(c2ccccc2)CC1 | 0.8 | 2.3
Cc1cccc(C)c1NC(=O)CN(C)C(C)C(=O)NCC(=O)Nc1ccc(F)c(F)c1F (stereo not drawn) | -2.0 | -0.8
Cc1ccc(NC(=O)c2nc[nH]c2C(=O)N2CCN(C(=O)OC(C)(C)C)CC2)cc1 | 2.6 | 1.3
CC1(C)CC(=O)C=C(c2ccc(Cl)c(C(F)(F)F)c2)C1 | 2.1 | 2.2
CCOc1ccccc1C(=O)OC(C)C(=O)Nc1ccc(S(=O)(=O)N2CCCC2)cc1 (stereo not drawn) | -2.1 | -0.8
CC(C)(C)N1CC(C(=O)Nc2ccc(S(=O)(=O)N3CCCCC3)cc2)CC1=O (stereo not drawn) | 0.8 | 3.5
O=C1C=C(c2ccc(-c3ccccc3)cc2)C[C@@H](c2ccc(Cl)cc2)C1 | 0.1 | 2.3
Cc1ccc(NC(=O)c2nc[nH]c2C(=O)NCCCNC(=O)c2[nH]cnc2C(=O)Nc2ccc(C)cc2)cc1 | 7.9 | 6.6
Cc1cc(C)c(C)c(S(=O)(=O)NC(C(=O)NCCc2ccco2)C(C)C)c1C (stereo not drawn) | -0.6 | 2.5
CCOC(=O)c1cc(=O)n2c(nc3ccccc32)[nH]1 | 1.1 | 2.1
O=C(CSc1nnc(-c2ccccc2F)o1)NC1CC1 | -2.0 | 3.2
COc1ccc(NC(=O)CSCC(=O)N2CCCc3ccccc32)cc1 | 2.0 | 2.3
c1ccc(C[C@H]2CN=C(Nc3ccccc3)N2CC2CCCCC2)cc1 | -1.5 | 4.8
CCN(CC)S(=O)(=O)c1ccc(C(=O)NCC2(N3CCOCC3)CCCCC2)cc1 | 4.0 | 5.2
O=C(O)c1cccc2c1C(=O)c1ccc(-c3ccc(F)cc3OCc3ccccc3)cc1S2(=O)=O | 5.2 | 2.7
CN(C(=O)CSc1nnc(Nc2ccccc2F)s1)C1CCS(=O)(=O)C1 (stereo not drawn) | -1.8 | 2.5
O=C(O)c1ccccc1NS(=O)(=O)c1ccc(NN=Cc2ccc(F)cc2)c([N+](=O)[O-])c1 | -2.2 | 5.4
COc1ccccc1CNC(=O)c1cc(-c2ccccc2)n(Cc2cc(C)no2)n1 | 1.9 | 4.7
CC(C)C(C)NC(=O)COn1nnc2ccc(S(=O)(=O)N3CCOCC3)cc21 (stereo not drawn) | 4.2 | 2.5
CCOC(=O)[C@@H]1[C@H]2COc3ccc(Br)cc3[C@H]2N2C(=O)N(c3ccc(OC)cc3)C(=O)[C@]12C | -3.3 | 5.0
Cc1ccc(S(=O)(=O)N(C)C)cc1NC(=O)CSc1nncs1 | 0.1 | -1.1
COc1cccc(-c2ncc3ccccc3c2COC(=O)c2cccs2)c1 | -4.2 | -0.8
Cc1cc(C(=O)Cn2cnc3ccccc3c2=O)c(C)n1C1CC1 | 3.7 | 14.9
CCN(CC(=O)NCc1ccc(Cl)cc1)C(=O)CCC(=O)c1ccc(C)cc1 | 2.1 | -2.4

Of the compounds above, twelve have a Cl atom:
SMILES | IDE inh | IDE act
O=C(NCC(c1ccco1)N1CCCC1)c1ccc(S(=O)(=O)Nc2ccccc2Cl)cc1 (stereo not drawn) | 0.5 | 3.2
O=C(COC(=O)C1COc2ccccc2O1)Nc1ccc(Cl)cc1 (stereo not drawn) | 1.5 | -1.3
COc1ccc(NS(=O)(=O)c2ccc(Cl)c(NC(=O)c3ccccc3F)c2)cc1 | 4.1 | 0.9
N#Cc1ccc(NC(=O)COC(=O)c2cccnc2Cl)cc1 | 1.6 | 2.1
Clc1nssc1=Nc1nncs1 | 6.1 | -9.2
COc1ccc([C@H]2CC(=O)C=C(c3ccc(Cl)c(F)c3)C2)cc1 | -2.7 | 4.0
CN(CC(=O)Nc1c(Cl)cccc1Cl)C(=O)c1cc(S(=O)(=O)N(C)C)ccc1N1CCCC1 | 5.4 | 4.5
CCOc1ccc(C(=O)NNC(=O)c2cc(S(=O)(=O)N3CCOCC3)ccc2Cl)cc1 | 1.6 | -2.2
N#Cc1cccnc1N1CCN(C(=O)c2cccc3c2C(=O)c2ccc(-c4ccc(Cl)c(C(F)(F)F)c4)cc2S3(=O)=O)CC1 | 3.4 | -1.7
CC1(C)CC(=O)C=C(c2ccc(Cl)c(C(F)(F)F)c2)C1 | 2.1 | 2.2
O=C1C=C(c2ccc(-c3ccccc3)cc2)C[C@@H](c2ccc(Cl)cc2)C1 | 0.1 | 2.3
CCN(CC(=O)NCc1ccc(Cl)cc1)C(=O)CCC(=O)c1ccc(C)cc1 | 2.1 | -2.4
